TcdB inh: TcdB glycohydrolase inhibition | inhibition, % at 9.99 µM | TcdB glycohydrolase enzymatic assay, plate reader | 350,000 compounds, 0.24% hits | AID 652162; in the data active means inhibition above about 10%
MazEF act: activators of E. coli MazEF toxin-antitoxin RNase; 350,000 compounds, 0.32% hits; FAM/BHQ RNA-DNA oligo cleavage fluorescence, 5 h; activation, % at 20 µM; P0AE70; in the data active means activation above about 50%
VHR inh abs: blocks human VHR1 dual specificity phosphatase. 290,000 compounds, 0.52% hits. P51452. recombinant VHR phosphatase, pNPP absorbance. inhibition, % at 13.3 µM; in the data active means inhibition above about 50%; further: some compounds called inactive have numbers as strong as hits
SARS 3CLpro inh: SARS-CoV 3CLpro protease inhibition; recombinant SARS-CoV 3CLpro, quenched FRET peptide cleavage; inhibition, % at 6 µM; 290,000 compounds, 0.14% hits; in the data active means inhibition above about 12%
Y pestis TopoI: Y. pestis Topo-I inhibition via cleavage products. Y. pestis Topo-I cleavage product accumulation, plate reader. activity, % at 10 µM. 360,000 compounds, 0.064% hits. AID 504884; in the data active means activity above about 50%, passing the limit was not always enough; further: inactives centre near 2
Rv3671c protease: inhibits the M. tuberculosis serine protease Rv3671c | P9WHR9 | inhibition, % at 5.96 µM | 320,000 compounds, 0.048% hits | AID 2606; in the data active means inhibition above about 38%;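 further: extracellular domain of Rv3671c used as enzyme; 0% = enzyme with DMSO and 100% = no enzyme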
Vc quorum ag: quorum light induction in luxS cqsA deficient V. cholerae; 350,000 compounds, 0.16% hits; V. cholerae BH1578 lux reporter, luminescence, 6 h; activation, % at 18.7 µM; in the data active means activation mostly above about 9.7%, no sharp cut-off; further: not every result past the cut was called active; inactives centre near 0; reference of the scale not given here
CCHFV vOTU inh: CCHFV vOTU protease inhibition; 370,000 compounds, 0.55% hits; inhibition, % at 11.5 µM; Pep-AMC fluorescence; AID 651958; in the data active means inhibition above about 30%; further: 0% = vehicle wells with enzyme and 100% = no enzyme wells
PrPC TRFRET: inhibitors of human cell surface prion protein PrPC. P04156. 370,000 compounds, 0.43% hits. inhibition, % at 13.8 µM. TR-FRET read-out; in the data active means inhibition above about 24%; further: 0% = median of the test wells and 100% = reference compound wells
SSB-PriA inh: inhibitors of Klebsiella pneumoniae PriA binding to SSB C-terminal tail; AlphaScreen SSBct-PriA binding, biotinylated peptide; inhibition, % at 33 µM; 430,000 compounds, 0.6% hits; in the data active means inhibition mostly above about 37%, no sharp cut-off; inactive means mostly below about 20%;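 further: plate controls were negative control peptide for no effect and reference peptide for full effect; strong numbers were not always called active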
Active calls of the source: *; i = inactive; x = no result given; & = joins results of further samples. Some of the compounds tested; rates above refer to the full screens.

Order of results: TcdB inh	MazEF act	VHR inh abs	SARS 3CLpro inh	Y pestis TopoI	Rv3671c protease	Vc quorum ag	CCHFV vOTU inh	PrPC TRFRET	SSB-PriA inh
Cc1ccc(Nc2nc(-c3ccc(C)cc3)c(CC(=O)O)s2)cc1
 : 7.5	-4	6	2	1	-1	-1.5	6	-1	-15
O=C(NNc1ccc([N+](=O)[O-])cc1[N+](=O)[O-])C1C2CCCCC21 (stereo not given)
 : 1.2	-1	-11	4	-6	-1	-0.3	13	-32	-6
CCOc1ccc(C(C)NC(=O)C2CCC2)cc1 (stereo not given)
 : 1.1	5	2	0	-4	-3	-0.2	1	-3	9
CCOc1ccc(OCC)c(S(=O)(=O)n2cc(C)nc2CC)c1
 : 5.2	2	5	0	10	0	-0.1	3	9	-7
C=CCn1c(SC2CCOC2=O)nc2scc(C3CC3)c2c1=O (stereo not given)
 : x	-7	12	-1	0	2	-1.6	11	-1	0
Cc1ccc2c(C)c(C(=O)N(C)CCC3CCCCO3)oc2c1C (stereo not given)
 : 1.9	-13	36	-2	16	3	-0.3	3	5	-17
Cn1c(C(=O)N/N=C/c2ccccc2)cc2ccccc21
 : -0.6	10	-16	-3	2	4	i	-6	-2	x
CC1(C(=O)NS(=O)(=O)c2cccc(Cl)c2)CCN1C(=O)Cc1cc(F)ccc1F (stereo not given)
 : 0.1	x	x	x	2	x	-1.4	2	10	x
O=C(c1ccc(Cl)cc1)N1CCCOC1
 : x	-4	-5	1	1	10	i	1	1	2
N#CCc1ccc(NC(=O)c2ccccc2C(=O)Nc2ccc(CC#N)cc2)cc1
 : -0.1	-2	15	-1	-1	4	-1.5	-7	6	-3
CC12CCC3c4ccc(OC(=O)N(CCCl)CCCl)cc4CCC3C1CCC2O (stereo not given)
 : 1.6	-7	x	x	12	x	1.1	6	9	-6
Cc1ccc(C(=O)Nc2cc(Cl)ccc2-n2cncn2)s1
 : 1.7	9	x	x	4	-1	-3.8	0	-1	-7
COc1cccc(OC)c1-c1nn2c(-c3cc(-c4ccccc4)n[nH]3)nnc2s1
 : x	-192	49	-6	5	-6	3.6	-1	5	3
C=CCn1c(SCc2ccc([N+](=O)[O-])cc2)nnc1C(C)NC(=O)c1ccccc1 (stereo not given)
 : x	0	20	-3	-2	-8	-0.3	3	-12	3
COc1ccc(N(C(=O)c2snc(C(N)=O)c2N)C(C(=O)NCC2CCCO2)c2ccc(C)o2)cc1OC (stereo not given)
 : 0.8	17	36	3	11	6	-0.3	0	-12	-8
COc1cc(C2C(C(N)=O)=C(C)Nc3nc(CCCO)nn32)cc(OC)c1OC (stereo not given)
 : 0.5	9	21	x	10	3	-0.4	-7	5	6
CC(=O)Nc1cccc(NS(=O)(=O)c2cn(C)c(=O)n(C)c2=O)c1
 : 0.1	11	2	-1	-6	-5	-0.4	-3	-4	1
O=C(CSc1ccc(-c2ccc(F)cc2)nn1)NC1CCCCC1
 : 1.1	-1	25	2	4	-2	-0.1	7	5	-1
CC(C)(C)CC(C)(C)NC(=S)Nc1ccc2nc(-c3ccccn3)c(-c3ccccn3)nc2c1
 : x	-24	4	8	4	1	-0.2	-1	3	-1
CCCCCC(=O)N1C[C@@H](O)[C@H](n2cc(-c3ccc(F)cc3)nn2)C[C@@H]1c1ccccc1
 : 0.3	7	x	x	27	x	-0.5	-2	-5	x
Cc1ccc(S(=O)(=O)N(C)C[C@H]2Oc3ccc(NC(=O)C4CCCCC4)cc3C(=O)N([C@H](C)CO)C[C@H]2C)cc1
 : 0.9&1.3	5	x	x	0	1	-1.0	-1	2	-18
COc1cccc(C(=O)NC2CC(C)(C)Cc3c2cnn3-c2cccc(F)c2)c1OC (stereo not given)
 : 1.5	-3	14	5	17	0	i	10	7	-8
COc1ccc(NC(=S)Nc2cc(C)ccn2)c(OC)c1
 : -0.5	-7	26	-2	5	-4	x	4	4	-6
COc1ccc(-n2ncc3c(=O)n(CC(=O)N(C(C)C)C(C)C)cnc32)cc1
 : -6.1	1	5	2	-16	-5	-0.3	-7	2	-7
COc1cc(C2c3sc(=O)[nH]c3SC3C(=O)N(c4ccc(C)cc4)C(=O)C32)ccc1O (stereo not given)
 : -3.6	4	10	-1	3	1	-0.2	1	-5	2
CCOC(=O)C1CCN(C(=O)c2ccccc2N(C)S(=O)(=O)c2ccccc2)CC1
 : x	0	-14	-3	-5	-2	-0.2	5	4	-8
CC(=O)Nc1ccc(CC(=O)NCCC(c2ccccc2)c2ccccc2)cc1
 : 2.3	3	-7	-1	10	-2	4.8	-5	14	-6
Cc1ccc(OCc2cc(C(=O)N3CCC(c4ccccc4Cl)C3)no2)cc1C (stereo not given)
 : 0.5	-7	-26	2	26	-8	5.9	24	-4	5
CCCCN(C(=O)c1ccc(NC(=O)C(C)C)cc1)c1ccccc1
 : x	3	11	2	25	5	-0.3	11	2	0
O=C(NNC(=O)c1ccccc1-n1cccc1)c1ccc(Cl)nc1
 : 2.2	9	x	x	0	7	-0.6	7	0	-5
O=C(NC(Cc1ccccc1)C(=O)O)/C(=C\c1ccco1)NC(=O)c1ccc(Br)cc1 (stereo not given)
 : x	-2	-7	6	3	5	i	22	-6	-7
Cc1cc(=O)[nH]c(N=N/C(=N/Nc2ccccc2C)c2ccccc2)n1
 : x	-4	16	1	-14	7	12	-4	-4	x
COc1ccc(S(=O)(=O)N2CCCC(C(=O)N3CCN(Cc4ccccc4)CC3)C2)cc1Cl (stereo not given)
 : 0.3	10	x	x	14	x	0.6	8	-3	x
CC(=O)Nc1ccc(S(=O)(=O)N/N=C/c2cccnc2)cc1
 : 0.6	6	10	-8	-1	3	i	7	-2	x
COc1ccc(C(=O)Oc2cc(N)n(S(=O)(=O)c3ccc(C)cc3)n2)cc1
 : 0.2	39	0	3	8	-1	0.1	7	-2	-5
C/C(=C\C(=O)c1ccc(F)cc1)NCc1ccc2c(c1)OCO2
 : x	-9	38	2	1	4	x	8	9	x
Cc1ccc(Nc2nc(-c3sc(NC(=O)c4ccccc4)nc3C)cs2)cc1
 : 0.1	-19	24	5	1	-15	i	4	1	13
COCCN1C(=O)c2ccccc2C(C(=O)NCCCN2CCCC2)C1c1c[nH]c2ccccc12 (stereo not given)
 : x	7	-18	-5	x	-3	x	9	3	8
CCOC(=O)c1cnc2c(ccc3ccccc32)c1NCCO
 : x	6	22	6	11	-3	-5.7	11	-7	-27
CN(CC(=O)Nc1ccc(Cl)cc1)CC(=O)Nc1cccc(Br)c1
 : 0.8	1	-10	-4	-7	-9	-0.2	5	3	-11
CC1CCCN(C(=O)COC(=O)COc2ccc(C#N)cc2)C1 (stereo not given)
 : 1.6	1	x	x	7	10	3.8	3	0	-2
CCC(=O)Nc1ccc(C(=O)OCc2ccccc2Cl)cc1
 : x	-2	-10	4	18	-29	-0.3	-4	-4	-6
CCc1cc(C(=O)OC)c(NC(=O)CSc2nccn2C)s1
 : -0.3	-2	22	0	9	7	-0.4	-4	3	9
CC(C)(C)n1nc2c(c1NC(=O)c1ccc(C(F)(F)F)cc1)CS(=O)(=O)C2
 : 1.2	-2	6	7	2	-8	-0.1	7	-4	-2
Cc1ccc(S(=O)(=O)N(C)CC(=O)N(CC(C)C)C2CCS(=O)(=O)C2)cc1 (stereo not given)
 : 1.8	7	x	x	-2	7	i	13	3	-1
CCc1ccccc1NC(=O)CN(C)C(=O)Cn1cnc2ccc(Cl)cc2c1=O
 : -0.1	4	x	x	-3	-7	i	-6	1	-5
O=C(c1ccco1)N1CCN(S(=O)(=O)c2ccc3c(c2)CCN3C(=O)C2CCC2)CC1
 : x	0	18	2	15	-7	i	25	15	-13
CN(C)CCCn1c2c(c(SCC(=O)Nc3cccc4ccccc34)nc1=O)CCC2
 : -0.1	12	x	x	-9	-13	i	-6	-13	-6
C(=N\Nc1nc(N2CCCC2)nc(N2CCCC2)n1)/c1cccnc1
 : -1.1	8	32	-6	-10	11	i	-4	1	x
CCCCOCCCNC(=O)c1c(-c2ccccc2)noc1C
 : x	10	28	4	-7	-8	i	12	1	-9
Cc1ccc(C)c(OCc2cc(C(=O)N3CCN(c4ccccc4C)CC3C)no2)c1 (stereo not given)
 : 0.1	-13	4	4	25	-12	-1.1	5	-1	-13
Cc1cc(C)c(S(=O)(=O)N2CCN(C)CC2)c(C)c1
 : x	0	11	0	9	5	i	-124	4	1
COc1ccccc1CNS(=O)(=O)c1ccc(NC(C)=O)cc1
 : x	0	5	1	-1	-4	i	-12	2	7
COc1ccc(/C=C2\CCC/C(=C\c3ccc(OC)c(OC)c3OC)C2=O)c(OC)c1OC
 : -0.1	-13	-41	8	2	x	3.4	-7	-10	5
COc1ccc(N2CCN(C(=O)c3cccc(Cn4cc(Cl)cn4)c3)CC2)cc1
 : x	2	4	8	5	-1	i	18	1	9
CC(c1ccccc1)N1CCn2c(nc3cc(NS(C)(=O)=O)ccc32)C1 (stereo not given)
 : 0.7	5	17	5	-14	3	-0.3	4	2	-6
Cn1cc(CNC(=O)c2ccc3nc(Cc4ccccc4F)oc3c2)cn1
 : 2.2	6	6	2	4	4	i	-6	2	-3
COC(=O)c1nnn(CC(=O)Nc2cc(Cl)ccc2C)c1C(=O)OC
 : x	-13	12	4	-5	-1	3.4	11	4	-1
CC(C)c1ccc(CC(=O)N2CCC2(C)C(=O)NS(=O)(=O)c2ccc(C(C)(C)C)cc2)cc1 (stereo not given)
 : 0.2	x	x	x	11	x	-1.3	19	5	x
CC1CCN(C(=O)Cn2c(=O)n(CCc3ccccc3)c(=O)c3ccccc32)CC1
 : x	1	-11	6	10	-6	i	x	x	-18

Further records.
Order of results: TcdB inh	MazEF act	VHR inh abs	SARS 3CLpro inh	Y pestis TopoI	Rv3671c protease	Vc quorum ag	CCHFV vOTU inh	PrPC TRFRET	SSB-PriA inh
c1nc(N2CCCCCC2)c2[nH]cnc2n1
 : 0.1	4	28	-3	6	-2	-0.1	1	-5	-18&-16
Cc1ccc(CSc2nc3nc(C)cc(C)n3n2)cc1
 : -0.7	2	-5	-3	1	1	0.3	10	8	-9
CCOC(=O)C1CCCN(c2ncnc3c2oc2ccccc23)C1 (stereo not given)
 : x	-5	4	-3	14	0	i	8	7	-2
O=C1c2cccc3cccc(c23)C(=O)N1CCCn1ccnc1
 : 0.4	1	x	x	-5	3	i	-16	-32	12&-7
CC(C)=CCC[C@](C)(O[C@@H]1O[C@H](CO[C@@H]2O[C@H](CO)[C@@H](O)[C@H](O)[C@H]2O)[C@@H](O)[C@H](O)[C@H]1O)C1CC[C@]2(C)C1C(=O)CC1[C@@]3(C)CC[C@H](O[C@H]4O[C@@H](CO)[C@H](O)[C@@H](O)[C@@H]4O)C(C)(C)C3CC[C@]12C (stereo not given in full)
 : 0.1	17	x	x	29	6	-0.2	-9	-8	x
CN1CCN(c2nc3c(c(=O)n(C)c(=O)n3C)n2Cc2cccc3ccccc23)CC1
 : x	3	-2	7	12	-12	i	-7	-3	-9
CNC(=O)[C@H]1O[C@@H](n2cnc3c(NCc4cccc(I)c4)nc(Cl)nc32)[C@H](O)[C@@H]1O
 : 0.6	16	x	x	9	-32	3.8	2	4	-2
Cc1cccc(NC(=O)CN2C(=S)NC(C)(C)CC2C)c1 (stereo not given)
 : x	-2	-2	9	15	1	-0.2	-17	-10	-2
COC(=O)[C@@H](Cc1c[nH]c2ccccc12)NC(=O)c1ccc2c(c1)OCO2
 : 0.1	-7	53*	-4	-6	3	-0.6	-1	-6	9
COc1ccc(/C=N/NC(=O)c2ccncc2)cc1CN1CCOCC1
 : 1.3	3	23	1	1	5	-0.9	4	-12	i

Three compounds picked at random from the list so far:
Order of results: TcdB inh	MazEF act	VHR inh abs	SARS 3CLpro inh	Y pestis TopoI	Rv3671c protease	Vc quorum ag	CCHFV vOTU inh	PrPC TRFRET	SSB-PriA inh
c1nc(N2CCCCCC2)c2[nH]cnc2n1
 : 0.1	4	28	-3	6	-2	-0.1	1	-5	-18&-16
CN1CCN(c2nc3c(c(=O)n(C)c(=O)n3C)n2Cc2cccc3ccccc23)CC1
 : x	3	-2	7	12	-12	i	-7	-3	-9
O=C1c2cccc3cccc(c23)C(=O)N1CCCn1ccnc1
 : 0.4	1	x	x	-5	3	i	-16	-32	12&-7

Bioassay records as filed in PubChem BioAssay.
